Screening results deposited in PubChem by National Center for Advancing Translational Sciences (NCATS).
Anesthetic bind = qHTS Assay for Identification of Novel General Anesthetics. Ferritin light chain (Equus caballus), P02791. apoferritin/1-aminoanthracene competitive binding, fluorescence. Potency, µM (top dose mostly 77.5 µM), for the others: at the top dose activity change, negative = displacement, hits mostly inhibitors. actives 0.074% (n = 350,000). AID 485281, 2010; further: on the % scale 0 is the no-effect control and ±100 the full control effect; nearly all actives have a fitted effect of over 20% in size
Target sequence (P02791 2-175 limits assumed): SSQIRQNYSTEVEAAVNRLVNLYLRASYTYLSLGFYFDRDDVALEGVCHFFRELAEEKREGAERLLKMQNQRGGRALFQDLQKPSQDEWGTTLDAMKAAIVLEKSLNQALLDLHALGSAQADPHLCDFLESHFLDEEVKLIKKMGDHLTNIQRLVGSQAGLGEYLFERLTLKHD
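Horse-spleen apoferritin (10 uM) was mixed with 50% saturated 1-aminoanthracene in PBS, exposed to compounds for 10 min at room temperature, and read for fluorescence (ex 380 nm, em 535 nm). Competitive displacement was fitted with a four-parameter Hill equation.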
G9a block = qHTS Assay for Inhibitors of Histone Lysine Methyltransferase G9a | Histone-lysine N-methyltransferase EHMT2 (Homo sapiens), Q96KQ7 | G9a H3K9 monomethylation, AlphaScreen, 2 h | Potency, µM (highest dose often 102 µM), inactives show at the top dose activity, negative = inhibition, most hits filed as inhibitors | actives 8.8% (n = 350,000) | AID 504332, 2011; further: on the % scale 0 is the no-effect control and ±100 the full control effect; nearly all actives have a fitted effect of over 75% in size
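Readings reflect AlphaScreen signal from monomethyl-H3K9 antibody detection. HMT at 20 nM; substrate b-H3K9 500 nM; cofactor SAM 20 uM; 2 h RT reaction; compounds tested as titrations in qHTS with 15 min preincubation.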
BLM helicase inh = qHTS Assay for Inhibitors of Bloom's syndrome helicase (BLM) | RecQ-like DNA helicase BLM (Homo sapiens), P54132 | recombinant BLM DNA unwinding, fluorescence dequenching | actives 0.2% (n = 350,000) | Potency, µM (top dose mostly 56.1 µM), for inactives: top-dose activity change, negative = inhibition, usual class: inhibitors | AID 2528, 2010;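 further: plate controls were vehicle for no effect and no enzyme for full effect; nearly all actives have a fitted effect of over 35% in size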
Pol beta inh = qHTS Assay for Inhibitors of DNA Polymerase Beta; AID 485314, 2010; Potency, µM (titrated, usually from 114 µM), for inactives: top-dose activity change, negative = inhibition, usual class: inhibitors; actives 1.3% (n = 340,000); P06746; Pol beta primer extension/strand displacement, fluorescence kinetic; further: on the % scale 0 is the no-effect control and ±100 the full control effect
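Preincubation: enzyme (10 nM) with compound, 15 min, RT. Reaction: substrate added to 50 nM final. Reads: 0 and 10 min. Analysis: normalized, Hill fit.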
POLI inh = qHTS for Inhibitors of Polymerase Iota; DNA polymerase iota (Homo sapiens), Q9UNA4; Pol iota fluorescent replication assay, 10 min; Potency, µM (series often up to 115 µM), without a hit: at the highest dose activity, negative = inhibition, usual class: inhibitors; actives 1% (n = 390,000)
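Fluorescent replication assay read twice, at 0 min and 10 min after adding 50 nM (final) substrate. Enzyme (10 nM) and compounds were first incubated 15 min at room temperature; enzyme-free buffer wells were negative controls.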
APE1 inh = qHTS Assay for Inhibitors of the Human Apurinic/apyrimidinic Endonuclease 1 (APE1); AID 2517, 2012; DNA repair nuclease/redox regulator APEX1 (Homo sapiens), P27695; actives 0.35% (n = 350,000); Potency, µM (doses to about 65.8 µM), inactives show at the highest dose activity change, negative = inhibition, usual class: inhibitors; recombinant APE1, TAMRA/BHQ-2 abasic DNA cleavage fluorescence;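 further: plate controls were vehicle for no effect and reference inhibitor for full effect; nearly all actives have a fitted effect of over 55% in size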
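Step 1: APE1 (0.75 nM) with compound, 15 min RT. Step 2: add 50 nM fluorophore/quencher THF duplex. Step 3: three fluorescence reads 60 s apart (525/598 nm); read 3 minus read 1 = reaction progress.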
BAZ2B inh = qHTS Assay for Inhibitors of BAZ2B. Bromodomain adjacent to zinc finger domain protein 2B (Homo sapiens), Q9UIF8. AlphaScreen BAZ2B-H3K14Ac peptide displacement. Potency, µM (doses to about 114 µM), for inactives: top-dose activity change, negative = inhibition, most hits filed as inhibitors. actives 4.4% (n = 360,000). AID 504333, 2011; further: on the % scale 0 is the no-effect control and ±100 the full control effect; nearly all actives have a fitted effect of over 60% in size
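BAZ2B (50 nM) with biotin-H3(5-23)K14Ac peptide (50 nM) in PBS pH 7.4, 0.01% Tween-20, preformed 30 min, then compound 30 min at room temperature; top concentration 110uM. AlphaScreen streptavidin donor/nickel chelate acceptor beads (10 ug/mL final), 20 min dark, signal read.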
Pol kappa inh = qHTS for Inhibitors of Polymerase Kappa; purified Pol kappa, fluorescent DNA synthesis assay, 10 min; Potency, µM (series often up to 107 µM), for inactives: at the highest dose activity, negative = inhibition, usual class: inhibitors; actives 0.53% (n = 400,000); AID 588579, 2011; further: on the % scale 0 is the no-effect control and ±100 the full control effect
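Enzyme at 10 nM met test compounds for 15 min at room temperature. Substrate addition (50 nM final) began the reaction, which was monitored by fluorescence at 0 and 10 min.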
POLH inh = qHTS for Inhibitors of Polymerase Eta; DNA polymerase eta (Homo sapiens), Q9Y253; recombinant Pol eta, fluorescent DNA replication assay; Potency, µM (top dose mostly 114 µM), for inactives: top-dose activity change, negative = inhibition, actives largely listed as inhibitors; actives 1.2% (n = 390,000); AID 588591, 2011; further: on the % scale 0 is the no-effect control and ±100 the full control effect
Target sequence (Q9Y253 whole entry, looked up): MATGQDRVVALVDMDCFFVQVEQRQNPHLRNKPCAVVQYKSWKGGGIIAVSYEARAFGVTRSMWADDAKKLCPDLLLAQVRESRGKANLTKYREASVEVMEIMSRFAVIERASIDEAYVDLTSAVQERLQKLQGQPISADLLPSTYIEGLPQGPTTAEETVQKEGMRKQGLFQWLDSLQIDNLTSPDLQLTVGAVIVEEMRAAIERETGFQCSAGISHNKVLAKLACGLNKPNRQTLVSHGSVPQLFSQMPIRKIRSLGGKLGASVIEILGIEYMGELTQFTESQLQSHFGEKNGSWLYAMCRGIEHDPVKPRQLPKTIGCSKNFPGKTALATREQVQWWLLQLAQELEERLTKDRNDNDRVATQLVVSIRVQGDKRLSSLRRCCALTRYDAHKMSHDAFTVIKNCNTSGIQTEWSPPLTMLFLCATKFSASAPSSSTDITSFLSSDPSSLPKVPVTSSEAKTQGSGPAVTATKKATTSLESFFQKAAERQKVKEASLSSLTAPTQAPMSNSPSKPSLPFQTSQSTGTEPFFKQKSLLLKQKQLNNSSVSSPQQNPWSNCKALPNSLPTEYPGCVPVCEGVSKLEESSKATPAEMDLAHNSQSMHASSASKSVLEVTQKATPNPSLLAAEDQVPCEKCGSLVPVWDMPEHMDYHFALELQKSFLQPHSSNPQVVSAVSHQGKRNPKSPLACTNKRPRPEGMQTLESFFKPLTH
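Fluorescent replication assay: 50 nM final substrate added after a 15 min room-temperature compound preincubation with 10 nM enzyme. Signal taken at 0 min and again at 10 min.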
* hit, by the source's call; u = inconclusive; x = not tested or not shown; [ ] = another dose, or the depositor's remark. The call rests on the fitted dose curve; in most records, active means well fitted curve in the direction sought with a large enough effect; inconclusive means small, poorly fitted or top-dose-only effect, or another doubt; inactive means no such curve, though single readings can be large; an effect the other way counts as inactive or inconclusive. Potency means the concentration at half of the fitted maximal effect. This is a subset; the hit share may differ from the screen's.

Each structure is followed by: APE1 inh, Pol beta inh, G9a block, BAZ2B inh, POLH inh, Pol kappa inh, Anesthetic bind, POLI inh, BLM helicase inh
Cc1ccc(CN=C(Nc2ccccc2)NC2CCCCC2)cc1
 : -3%, 21%, 5%, 1%, -17%, 2%, -8%, 30%[activator], 1%
Cc1cc(C)n(C(C)CNS(=O)(=O)c2ccc(C)c(C)c2)n1 (centres undefined)
 : 6%[12.4 µM], 6%, -9%[59 µM], 1%, 7%, 3%, 0%, -5%, 0%
CC(Sc1nc2sc3c(c2c(=O)n1-c1ccccc1)CCCC3)C(=O)O (centres undefined)
 : 13%, 31%, x, -5%, -8%, -11%, 2%, -18%, -3%
N#Cc1cccc(C(=O)OCC(=O)c2ccc3c(c2)NC(=O)CO3)c1
 : u, x, u, 6%, 10%, -5%, x, 46%[activator], x
CC(=O)NCCNc1nc(-c2ccc3c(c2)OCO3)nc2ccccc12
 : -1%, x, -35%[0.501 µM], x, x, 7%[60.1 µM], x, x, 1%
Cc1ccc(C)c(N2CCN(C(=O)CCn3c(=S)[nH]c4cc5c(cc4c3=O)OCO5)CC2)c1
 : -9%, 22%, 15%, 1%, -9%, -13%, -12%, 20%, 0%
CN(C(=O)c1ccc(NC(=O)C2CCN(C(=O)OC(C)(C)C)CC2)cc1)C1CCC1
 : -12%, x, x, x, -9%, -3%, x, 30%, x
O=C(NC1CCCc2c1cnn2-c1ccc(F)cc1F)c1csnn1 (centres undefined)
 : 54%[activator], u, -10%, -22%, -17%, 1%, -6%, 21%, -1%
CCn1c2ccccc2c2cc(NC(=O)COC(=O)Cc3cn4ccsc4n3)ccc21
 : -5%, 6%, -1%, 5%, -7%, -3%, -10%, 7%, 1%
CC1CCCN(C(=O)C2(NC(=O)Nc3cccc(F)c3)CCCCC2)C1 (centres undefined)
 : -2%, 13%, 14%, 2%, -20%, -15%, -5%, 168%[activator], -1%
O=C(O)Cc1nc(-c2cccnc2)sc1-c1ccc(Br)cc1
 : -2%, 1%, u, -15%, -10%, -22%, -3%, u, -6%
O=C(CCc1ccccc1O)N/N=C/c1ccc(Sc2cccc3cccnc23)o1
 : -2%, 1%, 10%[12.7 µM], -30%, -20%, -11%, -15%, -4%, -10%
O=C(COC(=O)Cc1c[nH]c2ccccc12)Nc1cccc2ccccc12
 : 20%, 3%, 6%[59 µM], -4%, -16%, -24%, -1%, 1%, 0%
CC(=O)Nc1sc(N/N=C\c2ccccc2F)nc1-c1cccs1
 : -7%, -5%, 10µM*, -4%, -2%, -23%, -13%, 5%, 3%
c1csc(-c2cn3ccc4ccccc4c3n2)c1
 : 6%, 3%, u, -21%, -23%, 0%, -7%, 11%, u
Cc1cccc(C(=O)N[C@H](C(=O)Nc2ccc(C)c(S(=O)(=O)N(C)C)c2)C(C)C)c1
 : -5%, 1%, 1%, -9%, -19%, -1%, -4%, 27%, -3%
COc1ccc(N2CCN(C(=O)CSc3nnc(-c4cccnc4)n3-c3ccc(F)cc3)CC2)cc1
 : -2%, 37%, u, -8%, -1%, -8%, -10%, 3%, 6%
CCCN(CCC)CCNC(=O)Cn1ncc2c([nH]c3ccc(C)cc32)c1=O
 : x, 8%, -1%[59 µM], 11%[57.1 µM], -14%, 3%, -6%, 10%, -1%
CC(C)C(=O)Nc1ccc2oc(=O)ccc2c1
 : 0%, 14%, 11%, 2%, -5%, -16%, 2%, 145%[activator], -1%
O=C(NCc1ccccc1)c1ccc(CSc2nc3cccnc3n2Cc2cccc(F)c2)cc1
 : x, -9%, -22%[59 µM], -2%, -17%, -1%, -8%, 17%, -5%
CSc1ccccc1C(=O)Nc1ccc(C)cc1C
 : -1%, -27%, u, -15%, -23%, -4%, -15%, 74%[activator], -12%
O=C1CC(N2CCOCC2)C(=O)N1c1ccc2c(c1)OCO2 (centres undefined)
 : 3%, 11%, u, -2%, -12%, -3%, -11%, 21%, 2%
N#Cc1cc(C#N)c(N2CCN(c3cccc(Cl)n3)CC2)nc1N
 : -10%, -23%, 6%, -25%, 2%, -5%, -7%, 29%, -12%
COc1ccc(C2=NN(CN3C(=O)C(=O)c4ccccc43)C(c3ccc(OC)cc3)C2)cc1 (centres undefined)
 : 1%, 3%, 45µM*, u, -3%, 5%, -8%, 17%, -3%
Cc1cccc(NC(=O)COc2coc(CN3CCN(c4ccccc4)CC3)cc2=O)c1
 : 27%, x, u, -36%, -11%, -4%, x, -13%, x
N/C(=N\N=C\c1ccnc2ccccc12)SC1CC(=O)N(c2ccc(Br)cc2)C1=O (centres undefined)
 : -2%, u, 3%[59 µM], -35%, 25µM*, -5%, -9%, 3%, -15%
CCOc1ccc2ccccc2c1/C=N/NC(=O)c1ccncc1
 : -12%, 20µM*, x, -11%, -4%, -11%, -17%, 6%, -6%
COCCn1c(N2CCCC2)nc2c1c(=O)[nH]c(=O)n2C
 : 28%, 46%, 2%, -6%, -16%, -7%, 0%, 206%[activator], -2%
COc1ccccc1N1CCN(C2CCN(C(=O)COc3cccc(C)c3)CC2)CC1
 : 2%, -1%, 8.9µM*, 79µM*, -2%, -11%, -5%, 14%, 4%
CCn1c(CNC(=O)COc2ccc(C(C)C)cc2)nnc1SCC(=O)Nc1ccc(F)cc1
 : 3%, -10%, 0%[12.7 µM], -7%, -9%, -8%, u, -10%, -8%
COc1cccc(CC(=O)Nc2cc(S(=O)(=O)N3CCOCC3)ccc2N2CCN(C)CC2)c1
 : -18%, x, 31%[12.7 µM], -1%, -4%, -19%, x, -3%, x
COc1cccc(CNC(=O)C2CCC(CNS(=O)(=O)c3ccc(Br)s3)CC2)c1 (centres undefined)
 : x, -26%, -4%[59 µM], -2%, -6%, 0%, -10%, 4%, -7%
CCCc1nc(SCC(=O)N2CCc3ccccc3C2)c2ccccc2n1
 : -2%, 1%, -5%, -9%, -15%, -6%, u, 23%, -2%
CCOCCOC(=O)COc1ccc2c(=O)c(Oc3ccc(OC)cc3)coc2c1
 : -5%, 0%, 3%, -2%, -15%, -8%, -1%, -18%, -2%
Cc1ccc(NC(=O)NC(=O)c2cnccc2C(F)(F)F)c(C)c1
 : 1%, -12%, 33%, -2%, -4%, 0%, -5%, 0%, -4%
C[C@H](N)C(=O)NC[C@H]1O[C@@H](n2cnc3c(N)ncnc32)[C@H](O)[C@@H]1O
 : 30%, x, x, x, -6%, 12%, x, 40%[activator], x
COCCN(CCOC)S(=O)(=O)c1ccc(C(=O)Nc2nc3c(s2)CCc2ccccc2-3)cc1
 : -6%, -1%, u, 2%, -13%, -2%, -2%, u, -7%
CCCn1c(-c2ccc[nH]c2=O)nc2ccccc21
 : 1%, 4%, -2%, -18%, -20%, 4%, -8%, 49%[activator], 2%
CCOc1ccc(OCC)c(S(=O)(=O)N2CCOCC2)c1
 : 17%, 53%, x, 6%, -11%, 5%, -3%, 126%[activator], -3%
Cc1ccc(NC(=O)c2cc3cc(OC(F)(F)F)ccc3[nH]2)cc1
 : 1%, 43%, -22%, 0%, -6%, 5%, 5%, 17%, 2%
COc1cc(C(=O)N2CCCCC2)ccc1OCC(=O)Nc1ccc(F)cc1
 : -13%, x, 27%[59 µM], -7%, -19%, 4%, x, -8%, x
CCCC1=Nc2cc(C(=O)NC3CCCC3)ccc2Sc2ccc(C)cc21
 : x, 1%, -4%[59 µM], -14%, u, -36%, u, u, -5%
CCOC(=O)c1noc2ncnc(N3CCC(C)CC3)c12
 : x, 1%, 4%[59 µM], 3%, -2%, -16%, -9%, 4%, -1%
N#CC1=C2Sc3ccccc3N2CCCC1=O
 : 1%, 1%, -5%[59 µM], -19%, -13%, 3%, -7%, 9%, -5%
O=C(Cc1nc2ccccc2[nH]c1=O)c1ccc(Cl)cc1
 : -2%, 18%, -3%, -8%, 1%, 0%, 0%, 33%, -1%
NC(CSCc1ccccc1Cl)C(=O)O (centres undefined)
 : 15%, 31%[activator], 35µM*, u, -22%, -4%, -21%, 35%, -3%
COc1ccccc1NC(=O)c1nnn(Cc2ccccc2)c1NC(C)=O
 : -3%, 26%, 2%, 8%, -8%, -9%, -1%, 44%[activator], 1%
Cc1ccc(SCCC(=O)N2CCOCC2)cc1
 : 1%, 0%, -11%[59 µM], 7%, -1%, -9%, -7%, 38%[activator], 1%
CC(C(=O)NCC(=O)Nc1ccc(F)c(F)c1F)N1CCN(c2ccc(O)cc2)CC1 (centres undefined)
 : 17%, x, 1.4µM*, -9%, -9%, 13%, x, 0%, x
O=C(c1ccc([N+](=O)[O-])cc1)N1c2ncnn2C2(CCCCC2)[C@@H]2CCCC[C@@H]21
 : x, 17%, -6%[59 µM], -35%, 10%, 8%, -15%, -26%, -1%
Cc1noc(/C=C/c2ccco2)c1S(=O)(=O)N1CCC(C(=O)N2CCc3ccccc32)CC1
 : -2%, -22%, 45µM*, -22%, -3%, -47%, -21%, u, -14%
Cc1ccccc1NC(=O)CSc1nc2cc3c(cc2cc1C)CCC3
 : -2%, 8%, 8%, -5%, -4%, 0%, -8%, u, -1%

Whole records as entered above. Screens in order: APE1 inh, Pol beta inh, G9a block, BAZ2B inh, POLH inh, Pol kappa inh, Anesthetic bind, POLI inh, BLM helicase inh
COc1cc(C(=O)N2CCCCC2)ccc1OCC(=O)Nc1ccc(F)cc1 is entered as -13%, x, 27%[59 µM], -7%, -19%, 4%, x, -8%, x
Cc1noc(/C=C/c2ccco2)c1S(=O)(=O)N1CCC(C(=O)N2CCc3ccccc32)CC1 is entered as -2%, -22%, 45µM*, -22%, -3%, -47%, -21%, u, -14%
N#CC1=C2Sc3ccccc3N2CCCC1=O is entered as 1%, 1%, -5%[59 µM], -19%, -13%, 3%, -7%, 9%, -5%
